p97 ATPase inh – inhibitors of human p97 ATPase | P55072 | recombinant p97 ATPase, Kinase-Glo ATP luminescence, 3 h | inhibition, % at 8 µM | 220,000 compounds, 0.42% hits; in the data active means inhibition above about 15%;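 further: 0% = DMSO vehicle and 100% = wells lacking enzyme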
Target sequence (P55072 whole entry, looked up): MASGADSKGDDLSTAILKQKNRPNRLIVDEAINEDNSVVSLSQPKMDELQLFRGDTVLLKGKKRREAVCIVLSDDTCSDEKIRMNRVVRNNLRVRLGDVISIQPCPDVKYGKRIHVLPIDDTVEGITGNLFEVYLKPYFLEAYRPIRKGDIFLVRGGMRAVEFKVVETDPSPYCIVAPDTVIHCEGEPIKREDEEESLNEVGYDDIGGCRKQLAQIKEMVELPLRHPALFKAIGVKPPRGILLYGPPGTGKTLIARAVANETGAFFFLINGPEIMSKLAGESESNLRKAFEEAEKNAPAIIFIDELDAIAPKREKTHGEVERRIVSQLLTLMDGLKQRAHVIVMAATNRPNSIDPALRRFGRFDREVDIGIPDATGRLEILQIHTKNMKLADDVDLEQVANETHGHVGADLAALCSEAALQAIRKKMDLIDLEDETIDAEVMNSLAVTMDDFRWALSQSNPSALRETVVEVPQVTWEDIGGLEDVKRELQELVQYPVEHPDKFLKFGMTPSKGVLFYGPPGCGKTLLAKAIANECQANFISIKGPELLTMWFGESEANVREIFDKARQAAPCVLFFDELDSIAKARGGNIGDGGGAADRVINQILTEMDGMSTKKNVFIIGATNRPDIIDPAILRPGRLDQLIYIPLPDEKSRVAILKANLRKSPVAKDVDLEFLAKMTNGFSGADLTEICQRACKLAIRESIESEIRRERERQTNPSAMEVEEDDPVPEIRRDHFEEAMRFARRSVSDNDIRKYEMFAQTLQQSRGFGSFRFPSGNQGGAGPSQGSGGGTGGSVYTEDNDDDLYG
EBV gp42 inh – inhibitors of Epstein-Barr virus glycoprotein 42 | Q1HVG2 | Fluorescence polarization binding assay, mP read-out | inhibition, % (tested at 21.74 µM) | 220,000 compounds, 0.42% hits | AID 1085; in the data active means inhibition above about 50%
Target sequence (Q1HVG2 whole entry, looked up): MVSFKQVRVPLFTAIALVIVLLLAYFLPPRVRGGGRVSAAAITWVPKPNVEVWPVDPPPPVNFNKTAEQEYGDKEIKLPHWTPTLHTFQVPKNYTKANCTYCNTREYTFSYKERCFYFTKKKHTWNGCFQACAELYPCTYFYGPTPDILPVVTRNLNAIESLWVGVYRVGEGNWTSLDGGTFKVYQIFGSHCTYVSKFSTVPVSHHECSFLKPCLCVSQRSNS
Runt-SMMHC FRET – Runt domain-CBFb-SMMHC interaction inhibition; Q01196+Q13951; Cerulean-Runt/Venus-CBFb-SMMHC FRET ratio 530/480, 1 h; inhibition, % at 20 µM; 220,000 compounds, 0.74% hits; AID 1434;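 active means mean inhibition across duplicate retests at 20 µM reaching about 50%, limit read from the data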;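 further: 0% = DMSO wells and 100% = wells with excess untagged CBFb-SMMHC; inhibitors lower the FRET ratio by blocking Runt binding to CBFb-SMMHC; some results filed as inactive read as strong as hits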
NCF1 inh – blocks human p47phox regulatory protein of NADPH oxidases. 220,000 compounds, 0.53% hits. AID 1274. P14598. p47phox/p22phox peptide binding, fluorescence polarization, 2 h. inhibition, % at 24.7 µM;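 active means inhibition above about 30%, limit read from the data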;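 further: 0% = p47phox with labelled peptide and 100% = labelled peptide alone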
Runt-CBFb FRET – blocks binding of human RUNX1 Runt domain to CBFb | Q01196+Q13951 | inhibition, % at 20 µM | 220,000 compounds, 0.46% hits | Cerulean-Runt/Venus-CBFb FRET ratio 530/480, 1 h;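 active means inhibition over about 50% at 20 µM in the single-dose screen, limit read from the data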;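 further: 0% = DMSO wells and 100% = excess unlabeled CBFb competitor control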
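Measured by: fluorescence energy transfer, 422 nm excitation, 530/480 nm emission; Assay system: Cerulean-Runt domain; Medium: Tris pH 7.5 buffer with BSA; Measure: loss of energy transfer signal; Controls: 5 µM unlabeled CBFb as full-inhibition high control; Incubation: protein complex preformed 1 h, compound exposure 1 h, room temperature, dark.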
Tb hexokinase – T. brucei hexokinase 1 inhibition; inhibition, % at 10 µM; 220,000 compounds, 0.11% hits; recombinant TbHK1, G6PDH-coupled NADH A340; AID 1430;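 active means inhibition of 50% or more in the single-dose primary screen; inactive means inhibition below 50%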
Furin inhibitor – inhibitors of human furin. purified furin, fluorogenic substrate cleavage. inhibition, % at 30 µM. 220,000 compounds, 0.061% hits; in the data active means inhibition above about 25%; further: inactives centre near -15
Calpain2 inh – blocks pig calpain II enzyme activity; purified calpain II, fluorogenic peptide substrate, 30 min; 220,000 compounds, 0.37% hits; AID 1236; inhibition, % at 16 µM;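 active means inhibition above about 50%, limit read from the data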
RBBP9 inhibitor – human RBBP9 hydrolase inhibition; O75884; recombinant RBBP9, FP-Rh probe fluorescence polarization; inhibition, % at 7.94 µM; 220,000 compounds, 0.2% hits; AID 1515;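 active means inhibition above the campaign mean of all tested compounds plus 3 SD, cut at about 14% in these data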;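 further: plate controls were DMSO wells with RBBP9 for no effect and wells lacking RBBP9 protein for full effect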
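Assay system: recombinant human RBBP9; Reagent: Serine-hydrolase probe FP-Rh, 375 nM pre-mixing; Doses: 7.94 µM single dose, 0.794% DMSO; Incubation: 30 min then 45 min, 25 °C; Detection: fluorescence polarization (mP), excitation 525 nm, emission 598 nm; Evaluation: percent inhibition from mP, scaled between DMSO and no-protein wells.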
Active calls of the source: *; x = no result given; [ ] = dose if it differs, or a comment. Random draw from the library (roughly 2.7% active in at least one column).

SMILES	p97 ATPase inh	EBV gp42 inh	Runt-SMMHC FRET	NCF1 inh	Runt-CBFb FRET	Tb hexokinase	Furin inhibitor	Calpain2 inh	RBBP9 inhibitor
COc1ccc(NC(=O)CN(C)CC(=O)Nc2ccc3c(c2)CCC3)cc1	-10	-18	0	-6	-2	5	8	29	-7
CC1CCN(CCn2c(=S)[nH]c3ncccc3c2=O)CC1	4	x	x	x	x	-9	-11[20 µM]	x	2
CCC(=O)NCc1csc(-c2cccs2)n1	10	-11	-2	-6	-1	-21	-8	-8	-8
COc1cc2cc(CN(Cc3cccnc3)C(=O)NCc3ccccc3)c(=O)[nH]c2cc1OC	3	-11	-1	-7	-2	0	-10	-125	-4
COc1cc(OC)cc(C(=O)N(Cc2nc(-c3cccc(C)c3)no2)C(C)C)c1	-4	-6	-2	-11	-4	-1	-14[20 µM]	9	-6
Cc1ccc(NC(=O)COC(=O)c2ccc3c(c2)OCO3)cc1S(=O)(=O)N1CCCCC1	2	1	6	-13	1	8	-16	-15	-12
Cc1cc2c(cc1C)C(c1ccsc1)CC(=O)N2 (stereo not drawn)	-5	3	3	-5	2	-2	-8	33	-7
CO[C@H]1C=CO[C@@]2(C)Oc3c(C)c(O)c4c(O)c(c(C=NN5CCN(C6CCCC6)CC5)c(O)c4c3C2=O)NC(=O)C(C)=CC=C[C@H](C)[C@H](O)[C@@H](C)[C@@H](O)[C@@H](C)[C@H](OC(C)=O)[C@@H]1C	-4	-10	-165	-10	-33	x	x	-7	-2
CC(C)COC(=O)Nc1nnc(SCc2ccccc2F)s1	-2	-5	-8	-9	1	0	-12[20 µM]	43	5
OC(C#CCN1CCCC1)(c1ccccc1)c1cccnc1 (stereo not drawn)	7	-18	-7	-11	2	-2	-6	-3	3
CC(C)(C)C(=O)Nc1ccc(N2CCCC2)cc1	-1	-7	0	-12	-1	4	-5[20 µM]	-14	0
O=C(O)c1ccccc1C(=O)OCc1ccccc1	-6	2	-3	-6	1	-3	-13[20 µM]	-14	-4
O=C(NCCc1ccccc1)C(c1cccs1)N(C(=O)CCl)c1ccc(Cl)cc1 (stereo not drawn)	-5	10	-5	-7	-2	-3	-17	-6	-10
CCN(c1ccc(OC)cc1)S(=O)(=O)c1ccc2c(c1)CCN2C(=O)CCC(=O)O	2	-12	-1	-17	-3	-8	-13[20 µM]	-1	-3
COc1cc(O)c(C(CCN2CCCCC2)c2ccc3c(c2)OCO3)c(OC)c1 (stereo not drawn)	x	-29	-1	-9	0	6	-33	-10	x
C=CCN(C(=O)Cn1c(C(=O)OC)cc2oc(C)cc21)c1ccccc1	-2	-10	0	-5	8	-7	0	3	0
COc1ccc(NS(=O)(=O)c2ccc(N3C(=O)CCC3=O)cc2)cc1	6	-16	2	-3	1	1	-17[20 µM]	14	7
O=C(OCC(=O)N1CCN(C(=O)c2ccco2)CC1)c1cc(-c2ccc(F)cc2)nc2ccccc12	1	2	-14	-32	-20	-16	-22	-17	-12
COc1cc(/C=C/C(=O)N2C(=O)c3cccc(N)c3C2=O)cc(OC)c1OC	8	-11	33	-31	-26	-15	-17	-401	-10
CCOc1c(Cl)cc(CNc2ccc(S(N)(=O)=O)cc2)cc1OC	-7	5	3	6	-1	1	1	33	-14
COc1ccc2[nH]c(O)c(NC(C)=O)c2c1	5	-21	0	-24	2	0	-9[20 µM]	1	4
O=C(NC1CCCC1)C(c1ccsc1)N(CCc1ccccc1)C(=O)Cc1cccs1 (stereo not drawn)	-3	-13	-1	7	1	1	-22	12	12
NC12CC3CC(C1)CC(CC(=O)O)(C3)C2	5	-15	-2	3	-2	2	-19	-4	-1
CCOc1ccc(N(Cc2ccc(OC)cc2)C(=O)c2ccco2)cc1	-1	-9	0	-5	-2	0	-13	6	-12
CC(=O)Nc1cccc(NC(=O)CSc2nnnn2C(C)C)c1	0	-9	-14	-3	0	7	-18[20 µM]	22	-11
NC(=O)[C@H]1CC2(CC(c3cccc(NC(=O)[C@H]4CCC(=O)N4)c3)=NO2)CN1C(=O)c1ccccc1 (stereo partly drawn)	x	-18	-10	-15	-2	-10	-31	-16	x
CCC(=O)Nc1ccc(NC(=S)NC(=O)c2oc3ccccc3c2C)cc1	3	-13	-1	-14	-2	1	-20	-10	-4
O=C(NCCN1CCOCC1)c1ccccc1Oc1ccccc1	4	-14	-8	-13	0	4	-21[20 µM]	25	-6
O=C(NCc1ccco1)c1cccc(NS(=O)(=O)c2cccc(F)c2)c1	10	-6	-2	-8	-2	29	-8	-5	-10
Fc1ccc(-c2nn(-c3ccccc3)cc2CNCc2ccccc2)cc1	-1	11	1	-6	2	6	-6	0	-1

Only NCF1 inh, for some of the entries so far:
canonical_smiles | NCF1 inh
CC(=O)Nc1cccc(NC(=O)CSc2nnnn2C(C)C)c1 | -3
NC(=O)[C@H]1CC2(CC(c3cccc(NC(=O)[C@H]4CCC(=O)N4)c3)=NO2)CN1C(=O)c1ccccc1 (stereo partly drawn) | -15

Additional records follow.
SMILES	p97 ATPase inh	EBV gp42 inh	Runt-SMMHC FRET	NCF1 inh	Runt-CBFb FRET	Tb hexokinase	Furin inhibitor	Calpain2 inh	RBBP9 inhibitor
COc1ccc(OC)c(C(=O)c2oc3ccccc3c2NC(C)=O)c1	4	-18	-6	-21	0	-31	-10	13	-3
Cc1ccc(S(=O)(=O)/C(C#N)=C/c2c(N3CC(C)OC(C)C3)nc3c(C)cccn3c2=O)cc1 (stereo not drawn)	-4	-15	-57	-142	-26	-18	-4[20 µM]	-138	-11
O=C(NC1=NCCS1)c1ccc(Cl)c(S(=O)(=O)N2CCCCCC2)c1	-8	-14	-5	-4	-2	7	-13	37	-8
Cc1cc(C)c2nc(SCC(=O)Nc3ccc(S(=O)(=O)N4CCCC4)cc3)c(C)cc2c1	4	-23	-2	-18	-1	-14	-11[20 µM]	-175	-11
CN1CCc2c(n(CC(O)CN3CCN(CCO)CC3)c3ccccc23)C1=O (stereo not drawn)	1	8	-12	-4	1	-17	-21	-62	-4
c1ccc2cc(OCCOCCOc3ccc4ccccc4c3)ccc2c1	5	-10	3	-13	-2	-6	-12	12	5
CC(=O)Nc1ccc(NC(=S)NC(=O)c2cc3ccccc3o2)cc1	0	-3	-1	-10	-2	1	-3	16	-5
O=C(NNc1ccc([N+](=O)[O-])cc1)c1ccccc1Cl	6	5	-1	-5	-1	-22	-7	0	-6
CN(C)Cc1ccc(F)cc1Sc1cc(Cl)ccc1Cl	2	-14	-4	1	-3	9	-24	2	-8
COc1cccc(/C=C2\Oc3cc(OC(=O)N4CCOCC4)ccc3C2=O)c1	5	-1	0	-8	-7	-10	-25	2	-8
O=C(NCCC(=O)N1CCNC1=O)OCc1ccccc1	-3	10	-7	-1	3	-4	-16	0	-7
CCOC(=O)CC(=O)CSc1ncnc2c1nnn2-c1ccc(F)cc1	-4	2	-3	1	-1	-4	-17	15	-8
COc1ccc(-c2ccc3ccccc3n2)cc1	-2	-3	0	-2	-2	-5	-28	-248	10
Cc1cc(NC(=O)Cn2nc(C(F)(F)F)c3c2CCC3)n(-c2ccccc2)n1	-4	-16	1	8	-2	-3	-22	10	-9
CC(=O)Nc1ccc(/C=N/N2C(=O)NC(C)(c3ccc(OC(F)F)cc3)C2=O)cc1 (stereo not drawn)	0	3	-1	1	0	-3	-11	9	-11
CCCOc1ccc(C(=O)Nc2ccc(N(C)C)cc2)cc1	-2	-21	5	-6	12	7	-8	-37	0
COc1ccc(NC(=O)COC(=O)C2CCCCC2)c([N+](=O)[O-])c1	1	38	-1	-32	-2	-2	-6	21	-4
CCOC(=O)c1ccc(NC(=O)N2CCCCC2)cc1	3	-26	0	-91	-2	-1	-15[20 µM]	0	-2
Cc1cc(=O)n2nc(N3CCCC(C(=O)NC(C)c4ccccc4)C3)sc2n1 (stereo not drawn)	2	-7	-1	-5	0	-6	-11[20 µM]	-36	1
CC(C)COc1ccc(CN=C(N)N=C(N)N)cc1Cl	3	-8	4	-8	9	-1	-24	-11	-8

16 entries out of the list, sorted by SMILES length, smallest number first:
SMILES	p97 ATPase inh	EBV gp42 inh	Runt-SMMHC FRET	NCF1 inh	Runt-CBFb FRET	Tb hexokinase	Furin inhibitor	Calpain2 inh	RBBP9 inhibitor
COc1ccc(-c2ccc3ccccc3n2)cc1	-2	-3	0	-2	-2	-5	-28	-248	10
CN(C)Cc1ccc(F)cc1Sc1cc(Cl)ccc1Cl	2	-14	-4	1	-3	9	-24	2	-8
CC(C)COc1ccc(CN=C(N)N=C(N)N)cc1Cl	3	-8	4	-8	9	-1	-24	-11	-8
CCCOc1ccc(C(=O)Nc2ccc(N(C)C)cc2)cc1	-2	-21	5	-6	12	7	-8	-37	0
c1ccc2cc(OCCOCCOc3ccc4ccccc4c3)ccc2c1	5	-10	3	-13	-2	-6	-12	12	5
O=C(NNc1ccc([N+](=O)[O-])cc1)c1ccccc1Cl	6	5	-1	-5	-1	-22	-7	0	-6
CCOC(=O)CC(=O)CSc1ncnc2c1nnn2-c1ccc(F)cc1	-4	2	-3	1	-1	-4	-17	15	-8
CC(=O)Nc1ccc(NC(=S)NC(=O)c2cc3ccccc3o2)cc1	0	-3	-1	-10	-2	1	-3	16	-5
CN1CCc2c(n(CC(O)CN3CCN(CCO)CC3)c3ccccc23)C1=O (stereo not drawn)	1	8	-12	-4	1	-17	-21	-62	-4
O=C(NC1=NCCS1)c1ccc(Cl)c(S(=O)(=O)N2CCCCCC2)c1	-8	-14	-5	-4	-2	7	-13	37	-8
COc1cccc(/C=C2\Oc3cc(OC(=O)N4CCOCC4)ccc3C2=O)c1	5	-1	0	-8	-7	-10	-25	2	-8
Cc1cc(=O)n2nc(N3CCCC(C(=O)NC(C)c4ccccc4)C3)sc2n1 (stereo not drawn)	2	-7	-1	-5	0	-6	-11[20 µM]	-36	1
Cc1cc(NC(=O)Cn2nc(C(F)(F)F)c3c2CCC3)n(-c2ccccc2)n1	-4	-16	1	8	-2	-3	-22	10	-9
CC(=O)Nc1ccc(/C=N/N2C(=O)NC(C)(c3ccc(OC(F)F)cc3)C2=O)cc1 (stereo not drawn)	0	3	-1	1	0	-3	-11	9	-11
Cc1cc(C)c2nc(SCC(=O)Nc3ccc(S(=O)(=O)N4CCCC4)cc3)c(C)cc2c1	4	-23	-2	-18	-1	-14	-11[20 µM]	-175	-11
Cc1ccc(S(=O)(=O)/C(C#N)=C/c2c(N3CC(C)OC(C)C3)nc3c(C)cccn3c2=O)cc1 (stereo not drawn)	-4	-15	-57	-142	-26	-18	-4[20 µM]	-138	-11

The results go on:
SMILES	p97 ATPase inh	EBV gp42 inh	Runt-SMMHC FRET	NCF1 inh	Runt-CBFb FRET	Tb hexokinase	Furin inhibitor	Calpain2 inh	RBBP9 inhibitor
c1csc(CNCCCN2CCOCC2)c1	2	7	4	-3	8	-3	5[20 µM]	-12	-10
COc1ccc(C(C)=O)cc1COC(=O)CNC(=O)c1ccccc1F	4	-1	1	-1	1	-2	-13	7	3
O=C(NCCc1ccccc1F)[C@@H]1CSC2c3ccccc3C(=O)N21 (stereo partly drawn)	5	9	0	-7	-2	4	-21	-34	-5
CCOC(=O)C1=C(CNC(C)(C)CC(C)(C)C)NC(=O)NC1c1cccc([N+](=O)[O-])c1 (stereo not drawn)	-7	8	-1	-1	-2	16	-2	61*	-12
C(=N\Nc1nn2cnnc2c2ccccc12)/c1ccco1	-1	1	-4	3	6	-32	-3	8	-4
Cc1ccc2nc(Cc3ccc(N)cc3)[nH]c2c1	3	-6	3	-2	1	0	-22	-2	0
